High-throughput results deposited in PubChem BioAssay by several laboratories.
aDG glyco up – alpha-DG glycosylation activation; Pro5-aDG cells, alpha-DG glycosylation AlphaScreen (IIH6); 0% Pro5, 100% B10-LARGE cell signal; activation, % at 10 µM; 0.22% of 360,000 active; AID 624168;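 active = activation of at least 8% versus controls, or a plate z-score of at least 8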;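 also: Pro5 are CHO cells carrying HIG-tagged alpha-DG that lacks glycosylation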
Exocytosis inh – blocks lytic granule exocytosis | TALL-104 LAMP-1 surface exposure, flow cytometry; cells stimulated with thapsigargin and PMA | inhibition, % at 10 µM | 0.66% of 360,000 active;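 active = inhibition above about 55%, limit read from the data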
ABCB6 inh MLPCN – blocks the human ABCB6 transporter. fluorescence ratio to DMSO, % at 10 µM. Q9NP58. K562-ABCB6 porphyrin accumulation, flow cytometry, 1 h; hits give low values. 0.19% of 360,000 active;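 active = fluorescence ratio to DMSO below 75%, the collection mean minus 3 SD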;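 also: signal is porphyrin accumulated inside mitochondria; 100% equals median channel fluorescence of DMSO control wells; lower ratio means ABCB6 inhibition with less porphyrin fluorescence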
HTR2A ag – mouse HTR2A agonism via beta-arrestin recruitment; AID 624169; 0.66% of 360,000 active; P35363; activation, % at 7.6 µM; CHO-K1 mHTR2A beta-arrestin complementation, luminescence; percent of 30 µM serotonin response;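 active = activation above a run cutoff, the mean activation of all tested compounds plus 3 SD, cut at about 14% in these data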;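 also: 0% = plate median of compound wells and 100% = 30 µM serotonin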
Target sequence (P35363 whole entry, looked up): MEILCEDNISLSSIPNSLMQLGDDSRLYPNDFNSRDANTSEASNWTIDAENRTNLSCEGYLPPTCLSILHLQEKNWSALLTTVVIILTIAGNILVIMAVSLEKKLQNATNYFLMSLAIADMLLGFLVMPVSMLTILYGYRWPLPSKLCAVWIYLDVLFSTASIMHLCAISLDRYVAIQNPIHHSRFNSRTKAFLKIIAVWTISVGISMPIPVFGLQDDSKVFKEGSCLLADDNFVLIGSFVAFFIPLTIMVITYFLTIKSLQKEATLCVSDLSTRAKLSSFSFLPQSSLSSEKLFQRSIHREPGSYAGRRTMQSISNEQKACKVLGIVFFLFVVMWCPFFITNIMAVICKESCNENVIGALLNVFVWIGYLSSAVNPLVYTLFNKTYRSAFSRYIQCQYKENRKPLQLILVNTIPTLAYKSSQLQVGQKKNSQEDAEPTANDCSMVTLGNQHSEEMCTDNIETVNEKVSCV
ABHD5-PLIN5 inh – ABHD5-PLIN5 protein interaction inhibition; Q00G26+Q8WTS1; Split G. princeps luciferase complementation, luminescence, 4 h; inhibition, % at 4 µM; 0.78% of 360,000 active; AID 602281;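 active = inhibition above the mean inhibition across every tested compound plus 3 SD, cut at about 22% in these data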;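 also: 0% = DMSO only wells and the 100% control is not disclosed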
MC4R barr agon – activates human MC4R beta-arrestin recruitment. P32245. U2OS MC4R beta-arrestin complementation, luminescence; percent of melanotan II response, DMSO zero. activation, % at 8.9 µM. 0.98% of 360,000 active;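 active = activation above a per-plate cutoff, the mean activation of sample wells on that plate plus 3 SD, cut at about 8% in these data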
Target sequence (P32245 whole entry, looked up): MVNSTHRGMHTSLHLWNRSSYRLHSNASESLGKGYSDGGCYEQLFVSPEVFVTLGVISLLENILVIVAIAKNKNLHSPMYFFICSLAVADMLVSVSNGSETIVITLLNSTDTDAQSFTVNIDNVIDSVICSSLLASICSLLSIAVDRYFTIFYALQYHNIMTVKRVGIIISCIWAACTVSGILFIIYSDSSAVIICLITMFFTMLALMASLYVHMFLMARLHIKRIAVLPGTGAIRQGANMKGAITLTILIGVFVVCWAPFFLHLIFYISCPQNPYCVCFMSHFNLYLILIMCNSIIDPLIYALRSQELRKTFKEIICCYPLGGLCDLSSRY
MC4R antag cAMP – antagonists of human melanocortin 4 receptor (MC4R) | 0.48% of 360,000 active | MC4R-expressing cells, MTII-stimulated cAMP, LANCE TR-FRET | P32245 | inhibition, % at 6.5 µM;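 active = inhibition above its plate's cutoff, the mean of tested wells on that plate plus 3 SD, cut at about 29% in these data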;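 also: 0% = Melanotan II alone and 100% = Melanotan II plus saturating MCL0020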
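Assay system: human MC4R-expressing U2OS cells; reagent: Melanotan II stimulation of cells; dosing: 6.5 µM single dose; timing: compound 30 min, challenge 1 h, detection 1 h; signal: TR-FRET cAMP assay; replicates: one well per compound, no replicates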
iPSC survival up – enhancers of human iPSC single-cell survival | hiPSC single-cell survival, ATPlite luminescence; 100% = ROCK inhibitor wells, 0% = DMSO | survival enhancement, % at 20 µM | 0.044% of 360,000 active; in the data active = survival enhancement above about 18%;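 also: cells exposed to compounds for 16 hours before the ATP read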
N-glyco inh – blocks N-linked glycosylation in D54 reporter cells | 0.23% of 360,000 active | reporter increase, % at 12.5 µM | D54 ERlucT glycosylation luciferase reporter, 24 h; percent of 100 nM tunicamycin response;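 active = mean luciferase reporter signal, scaled so untreated is 0 and the glycosylation-blocking control 100, at or above a set limit in every replicate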;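 also: luciferase carries N-glycosylation sites so blocking glycosylation raises the light; 0% = median of neutral control wells and 100% = median of 100 nM tunicamycin wells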
Cardio protect – protects H9c2 cardiomyocytes from peroxide injury. protection from H2O2 cell death, % at 20 µM. H2O2 injury protection, ATPLite, 2 h. 0.63% of 360,000 active;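 active = compounds giving at least 50% protection of heart cells from peroxide-induced death in the single-dose screen, raw or plate-pattern-corrected value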;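 also: 0% = DMSO wells with peroxide and 100% = DMSO wells without peroxide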
Starred values were filed as active, the others as inactive; x = not tested or not shown.

SMILES	aDG glyco up	Exocytosis inh	ABCB6 inh MLPCN	HTR2A ag	ABHD5-PLIN5 inh	MC4R barr agon	MC4R antag cAMP	iPSC survival up	N-glyco inh	Cardio protect
Nc1c(C(=O)NCc2ccc3c(c2)OCO3)c2nc3ccccc3nc2n1CCCN1CCOCC1	0.6	12	97	7	13	3.1	10	0.5	-3	22
CSc1nnc2n(C)c3c(c(=O)n12)C1(CCCC1)Cc1ccccc1-3	0.0	2	91	-1	-12	-2.4	4	1.3	1	15
CN(C)CCCNC(=O)c1ccccn1	0.3	3	97	-4	7	1.1	-2	2.5	2	-1
O=C(CCl)Nc1cccc2ncccc12	1.6	3	95	2	6	0.2	-3	-1.1	8	-1
O=C1c2cnc3nc(SCc4ccc(Cl)cc4)nn3c2CC2c3ccccc3CCN12 (stereo not drawn)	0.2	-2	93	0	-8	2.6	25	-0.3	-1	24
O=C(CSc1nccn1-c1cccc(Cl)c1)NO	-0.3	2	105	2	5	-0.2	-7	0.5	5	17
CCOC(=O)C1=CCN(S(=O)(=O)c2ccccc2Cl)C1c1cccc(Cl)c1 (stereo not drawn)	0.0	-1	101	-1	0	x	x	-0.3	0	-4
CCCCN1C(=O)C(=O)NC[C@H]1Cc1cccc2ccccc12	-0.2	-7	97	3	16	x	x	-1.8	x	x
CCOC(=O)[C@@H]1CSCCS(=O)(=O)N1Cc1ccccc1Br	0.2	-1	101	2	-6	0.3	4	2.6	0	-4
CC1(C)Oc2ccc3ccc(=O)oc3c2-c2cn[nH]c21	-0.4	3	108	6	2	1.8	10	4.2	16	-4
O=C(Nc1ccccc1O)c1cc(S(=O)(=O)N2CCOCC2)c(Cl)cc1Cl	-0.1	1	94	-2	4	-1.8	7	-0.1	-2	1
O=C(COC(=O)/C=C/c1cccc([N+](=O)[O-])c1)NCc1ccco1	-0.3	-2	98	-3	3	-2.0	5	5.6	4	-2
Cc1cc(OC(=O)c2ccc(S(=O)(=O)N3CCCCC3)cc2)c([N+](=O)[O-])c(=O)[nH]1	0.5	-2	103	-5	-4	0.5	0	0.3	-2	6
C=CCNc1nc(Cl)nc(Nc2ccc(OCC)cc2)n1	0.2	0	99	-2	-1	-1.5	0	0.8	-2	2
O=C(NCCN1CCCCC1)c1ccc(=O)oc1	-0.1	-5	80	-1	1	-2.5	8	0.2	2	6
Nc1nc(-c2ccccn2)nc(N)c1Cc1ccc(Cl)cc1Cl	4.4	3	102	-6	0	-1.4	2	-1.2	20	16
CCOc1cc(-c2noc(CCCC(N)=O)n2)cc(Br)c1OC	1.3	-2	94	1	6	-1.3	7	-1.5	0	-3
COc1ccc(OC)c(CN2CCN(C(=O)CNC(=O)c3ccccc3F)CC2)c1	-0.1	-16	95	9	-3	-2.0	4	-0.4	1	-1
Nc1nc(NCc2ccco2)nc(N2CCCCCC2)c1[N+](=O)[O-]	0.4	4	96	-3	-3	4.3	4	-0.4	-4	-12
C=C(C)CC(Nc1ccc(OC)cc1)c1ccco1 (stereo not drawn)	-0.2	1	104	-1	3	-1.3	23	-0.7	1	2
CCCc1cc(=O)oc2cc(OCC(=O)N3CC[C@@]4(O)CCCC[C@H]4C3)ccc12	-0.1	2	106	-4	-8	0.6	16	4.5	0	3
Cc1nn(Cc2ccccc2)c(C)c1NC(=O)CSc1nc2c(c(C(F)(F)F)n1)CCc1ccccc1-2	-0.1	0	100	0	1	-1.0	7	0.5	-1	0
O=C(CSc1nnc(CCc2ccccc2)n1-c1ccc(Cl)cc1)NCc1ccccc1	0.0	17	89	-3	2	1.7	1	1.6	-4	10
COc1ccc(S(=O)(=O)Nc2cc3c4c(c2)CC(=O)N4CCC3)cc1	-0.2	5	102	-2	1	-2.3	-1	0.8	3	-1
COc1cc2c(cc1OC)C(c1ccccc1O)NCC2 (stereo not drawn)	0.0	-6	102	6	-6	-0.6	2	-0.9	1	4
COc1cccc(NC(=O)COc2ccccc2C(N)=O)c1	0.0	-3	95	-1	-2	-2.5	-4	-3.4	-8	-20
C[C@@H]1CN([C@@H](C)CO)C(=O)c2cc(Br)cnc2O[C@H]1CN(C)Cc1ccc(-c2ccccc2)cc1	0.8	0	95	-2	-3	1.3	0	1.3	-6	13
COc1cccc2cc(C(=O)NCc3ccc(C)cc3)c(=N)oc12	0.0	-4	91	9	-5	2.8	2	-0.4	9	12
NC(=O)CCN1CCN(C(=O)c2ccc3nc(Cc4cccc(Cl)c4)oc3c2)CC1	0.1	-6	99	-4	-3	-1.3	-1	-0.4	0	-1
COc1ccc(NC(=O)C2CCCN2C(=O)Nc2ccccc2)cc1OC (stereo not drawn)	0.0	4	97	4	-3	-2.0	-3	2.0	1	1
COC(=O)C1=C(C)N(C)C(=O)NC1c1ccccc1 (stereo not drawn)	-0.4	-1	90	3	3	-1.3	-2	9.6	2	5
CCOC(=O)C1CCN(C(=O)c2cc(-c3ccncc3)nc3ccccc23)CC1	0.7	-2	99	-2	4	-0.3	6	-0.4	2	1
Cc1ccc(C(=O)NCC(=O)O)cc1S(=O)(=O)N1CCCCC1	1.3	0	100	-4	-1	-1.6	7	-1.3	3	-7
Cc1ccc(CNC(=O)CC(C)S(=O)(=O)c2cc3c(cc2C)NC(=O)CO3)cc1 (stereo not drawn)	0.1	0	105	-2	2	-0.4	1	-0.9	1	-2
O=C(O)c1ccc(C2Nc3ccccc3C(=O)N2Cc2ccccc2)cc1 (stereo not drawn)	0.0	5	100	10	2	0.2	4	0.2	2	7
Cc1ccc(CCNC(=O)C2CCN(S(=O)(=O)N3CCCCC3)CC2)cc1	0.2	-1	88	13	-1	0.8	-3	-0.4	1	-1
O=C(CCN1C(=O)/C(=C/c2cccs2)SC1=S)Nc1ccc(C(=O)O)cc1	-0.2	12	101	8	-1	3.3	-1	-0.6	-1	2
CCOC(=O)c1c(C)oc2ccc(O)c(CN(C)C)c12	1.1	7	97	-8	0	-1.0	3	-0.9	-1	4
Cc1ccc(S(=O)(=O)NCC(C)NC(=O)CN2CCOCC2)cc1 (stereo not drawn)	-0.2	30	97	0	4	-1.2	6	-0.3	1	10
O=C(c1ccc(Br)s1)N1CCc2ccccc2C1	0.1	-5	99	-3	11	2.6	3	0.3	-3	-4
Cc1ccc(S(=O)(=O)N2CCOCC2)cc1C(=O)Nc1ccc(-c2cn3ccsc3n2)cc1	0.2	-2	93	-1	5	-0.4	11	2.9	-3	26
Cc1nc2ccccc2c2nc(N)nn12	0.0	-2	109	4	-1	-0.3	-13	-2.1	1	4
CCNC(=O)NC(=O)c1csc([N+](=O)[O-])c1	-0.1	-2	103	-4	-4	-0.1	5	-0.7	-1	-1
COc1ccc(N(Cc2ccc(N(C)C)cc2)C(=O)c2ccc(S(C)(=O)=O)cc2)cc1	-0.3	3	91	-2	-4	-1.6	15	-0.1	-2	0
COC(=O)/C(=C\c1cccnc1)NC(=O)c1ccc(OCc2ccccc2)cc1	0.0	-5	100	-4	2	1.2	4	0.3	0	-3
Cc1ccc(SCc2nc3ccccc3n2CC(=O)Nc2ccccc2)cc1	0.2	-1	101	-5	-4	-1.0	7	-1.3	0	-5
CCc1noc(C)c1C(=O)N(CCOC)c1c(N)n(CC(C)C)c(=O)[nH]c1=O	0.1	-3	101	8	3	-0.8	4	-0.3	2	4
O=C(Nc1ccncc1)C1CC1c1ccccc1 (stereo not drawn)	2.9	-2	88	3	0	0.3	15	3.8	-3	-7
CCn1c(SCC(=O)Nc2ccc3c(c2)OCO3)nnc1C(C)C	-0.1	-2	103	7	-3	1.8	11	0.6	2	-2
Nc1nonc1-n1nnc(C(=O)N/N=C/c2cccc(Cl)c2Cl)c1CN1CCCC1	-0.1	3	94	6	3	1.0	3	1.1	7	-10
CC(=O)c1cccc(OCc2cc(C(=O)N3CC4C[C@@H]5CC3C[C@H](C4)C5)no2)c1	0.1	0	97	1	0	-2.5	7	1.4	1	-10
COc1ccc(NC(=O)C2CC(=O)n3c(nc4ccccc43)N2)cc1 (stereo not drawn)	0.8	2	101	-4	-6	0.0	-1	-0.3	-1	-7
CC(C)NC(=O)c1ccccc1NC(=O)/C=C/c1cccc([N+](=O)[O-])c1	-0.3	3	96	0	-2	0.0	-5	2.7	1	42
COCCN1C(=O)N[C@@H](c2cccs2)C(C(=O)OC)=C1C	-0.1	-7	96	2	6	0.0	6	-1.7	1	2
Cn1c(CN2CCCCC2)nc2cc(NC(=O)c3cccs3)ccc21	0.0	0	90	-5	-3	-2.5	-2	-1.7	1	6
CCNS(=O)(=O)c1ccc(NC(=O)c2ccccc2OCC)cc1	0.3	-2	96	-1	-5	0.7	13	-0.9	2	-8
CC(=O)N1Cc2cc(C(=O)NCC(F)(F)F)nc(-c3cccc(-c4cccnc4)c3)c2[C@@H]1CCO	0.2	10	101	-1	4	x	x	-1.1	x	x
COc1ccc(C2/C(=C(/O)c3ccccc3)C(=O)C(=O)N2CC(C)O)c(OC)c1 (stereo not drawn)	-0.1	-4	99	7	2	0.4	-1	2.2	3	1
CC1(C)Cc2ccccc2-c2nc(NCCCO)[nH]c(=O)c21	0.4	-1	97	2	-4	-2.7	13	0.9	3	8
CC(=O)c1c(C)[nH]c(C(=O)OCC(=O)Nc2ccc3c(c2)OCCO3)c1C	0.2	-2	100	1	5	-0.9	6	-0.1	4	-5

(cont.)
SMILES	aDG glyco up	Exocytosis inh	ABCB6 inh MLPCN	HTR2A ag	ABHD5-PLIN5 inh	MC4R barr agon	MC4R antag cAMP	iPSC survival up	N-glyco inh	Cardio protect
C/C=C/c1ccc(OCCCCOc2ccccc2C(C)=O)c(OC)c1	0.7	-8	88	1	-7	-1.1	-6	1.4	1	-13
Cc1ccc(-c2c(C)cc3oc(=O)cc(-c4ccccc4)c3c2C)cc1	0.0	-1	97	3	-4	2.1	7	4.2	-6	-14
CCOc1ccc(NC(=S)N2CCN(S(C)(=O)=O)CC2)cc1	0.0	-2	102	2	-6	-0.8	4	-0.1	0	1
O=C(/C=C/c1ccccc1)N1CCN(c2c(Cl)cccc2[N+](=O)[O-])CC1	0.4	-12	98	-5	6	1.0	17	3.6	-3	2
CCCN1C(=O)CC(Sc2ncccc2C(=O)O)C1=O (stereo not drawn)	0.1	-2	102	-1	-5	-0.8	-1	0.1	1	-3

Among those listed so far, 2 have a CF3 group:
SMILES	aDG glyco up	Exocytosis inh	ABCB6 inh MLPCN	HTR2A ag	ABHD5-PLIN5 inh	MC4R barr agon	MC4R antag cAMP	iPSC survival up	N-glyco inh	Cardio protect
Cc1nn(Cc2ccccc2)c(C)c1NC(=O)CSc1nc2c(c(C(F)(F)F)n1)CCc1ccccc1-2	-0.1	0	100	0	1	-1.0	7	0.5	-1	0
CC(=O)N1Cc2cc(C(=O)NCC(F)(F)F)nc(-c3cccc(-c4cccnc4)c3)c2[C@@H]1CCO	0.2	10	101	-1	4	x	x	-1.1	x	x

Only Cardio protect and Exocytosis inh (4 entries from above):
structure,Cardio protect,Exocytosis inh
C/C=C/c1ccc(OCCCCOc2ccccc2C(C)=O)c(OC)c1,-13,-8
Cc1ccc(-c2c(C)cc3oc(=O)cc(-c4ccccc4)c3c2C)cc1,-14,-1
CCOc1ccc(NC(=S)N2CCN(S(C)(=O)=O)CC2)cc1,1,-2
O=C(/C=C/c1ccccc1)N1CCN(c2c(Cl)cccc2[N+](=O)[O-])CC1,2,-12
